High-throughput results (PubChem BioAssay)
C-LANA FP: inhibitors of KSHV LANA C-terminal domain DNA binding; inhibition, % at 9 µM; MBP-C-LANA/FAM-LBS DNA binding, fluorescence polarization; 340,000 compounds, 0.078% hits;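 active means highest replicate inhibition at or above 60% at 9 µM, even if other replicates fall short; inactive means all replicates below 60% inhibition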;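 further: 0% = neutral control wells and 100% = 4 µM acridine orange control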
RTF Ca sens inh: cardiac RTF calcium desensitization | P19429+P45379 | IANBD-labeled cardiac RTF, Ca2+ fluorescence | inhibition, % at 7.15 µM | 340,000 compounds, 0.12% hits;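 active means inhibition above the mean inhibition of all tested compounds plus 3 SD, cut at about 17% in these data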;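 further: assay run at fixed EC70 calcium of 1.6 mM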
dFosB act: enhances mouse delta FosB homodimer DNA binding; purified delta FosB, TAMRA-CDK5 oligo fluorescence polarization; percent of positive-control signal above neutral wells; activation, % at 25 µM; 340,000 compounds, 0.99% hits;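 active means mean activation above about 17%, with every replicate also reaching it, limit read from the data, passing the limit was not always enough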;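 further: fluorescence polarization rise as delta FosB binds a TAMRA Cdk5 AP-1 oligo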
Target sequence (P13346 whole entry, looked up): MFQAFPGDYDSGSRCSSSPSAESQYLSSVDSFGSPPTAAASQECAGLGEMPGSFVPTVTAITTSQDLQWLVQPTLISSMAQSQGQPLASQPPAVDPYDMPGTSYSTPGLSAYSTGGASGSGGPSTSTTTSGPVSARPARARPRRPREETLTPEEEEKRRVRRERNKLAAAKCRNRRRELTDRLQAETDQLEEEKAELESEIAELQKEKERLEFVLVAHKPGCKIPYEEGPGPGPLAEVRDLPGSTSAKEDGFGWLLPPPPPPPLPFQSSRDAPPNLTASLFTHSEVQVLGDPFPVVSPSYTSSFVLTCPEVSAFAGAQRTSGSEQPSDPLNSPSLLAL
PfHsp90 set2: inhibits growth of yeast expressing Plasmodium falciparum Hsp90 | S. cerevisiae expressing PfHsp90, BacTiter-Glo ATP, 48 h; yeast lacking PDR1 and PDR3 efflux regulators | 310,000 compounds, 0.32% hits | inhibition, % at 9.4 µM | AID 504621;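 active means every replicate shows inhibition above about 80%, whatever the replicate mean, limit read from the data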;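 further: 0% = DMSO neutral controls and 100% = 20 µM radicicol positive controls; yeast relying on Plasmodium falciparum Hsp90 in place of its own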
Keap1-Nrf2 PPI: Keap1-Nrf2 (human) interaction inhibition; Q14145; Keap1 Kelch-Nrf2 peptide fluorescence polarization, 1536-well; inhibition, % at 9.4 µM; 340,000 compounds, 0.15% hits; in the data active means inhibition above about 12%;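 further: human Keap1 Kelch domain with fluorescein labeled Nrf2 9mer peptide probe; 0% = neutral control wells and 100% = peptide positive control; higher means more block of Keap1 binding to Nrf2 peptide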
NSD2 inh: inhibitors of human histone methyltransferase NSD2. O96028. NSD2 peptide methylation, AlphaScreen, 120 min. inhibition, % at 12.5 µM. 310,000 compounds, 0.54% hits; in the data active means inhibition above about 50%
Rtt109 Vps75: inhibitors of Candida albicans Rtt109/Vps75 histone acetyltransferase | Q5AAJ8 | purified Rtt109/Vps75, ThioGlo CoA-SH fluorescence, 4 h | inhibition, % at 34.9 µM | 330,000 compounds, 0.16% hits | AID 540336;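 active means inhibition of at least 50% in every replicate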
PvdQ acylase: P. aeruginosa PvdQ acylase inhibition; purified PvdQ acylase, fluorescence plate reader; inhibition, % at 10 µM; 340,000 compounds, 0.063% hits; AID 488965; in the data active means inhibition above about 30%, passing the limit was not always enough;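 further: 0% = vehicle neutral wells and 100% = reference inhibitor wells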
cardiac RTF act: increases calcium sensitivity of human cardiac regulated thin filaments | P19429+P45379 | IANBD-labeled TnC RTF fluorescence at EC20 calcium; 0% EC20 calcium, 100% full calcium | activation, % at 7.2 µM | 340,000 compounds, 0.24% hits;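 active means activation above the mean over all tested compounds plus 3 SD, cut at about 30% in these data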;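 further: rise in fluorescence read as greater calcium sensitivity of cardiac thin filaments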
CDK5 inh: blocks human CDK5/p35 kinase activity. Q00535+Q15078. Recombinant CDK5/p35, ADP-Glo luminescence, 60 min. 330,000 compounds, 0.01% hits. AID 488839. inhibition, % at 10 µM;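 active means highest replicate inhibition of at least 50% and at least 75% of replicates reaching 50%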;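 further: plate controls were DMSO neutral control for no effect and GW8510 at 10 µM for full effect; many of its hits are not listed in these tables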
Target sequence (Q00535 whole entry, looked up): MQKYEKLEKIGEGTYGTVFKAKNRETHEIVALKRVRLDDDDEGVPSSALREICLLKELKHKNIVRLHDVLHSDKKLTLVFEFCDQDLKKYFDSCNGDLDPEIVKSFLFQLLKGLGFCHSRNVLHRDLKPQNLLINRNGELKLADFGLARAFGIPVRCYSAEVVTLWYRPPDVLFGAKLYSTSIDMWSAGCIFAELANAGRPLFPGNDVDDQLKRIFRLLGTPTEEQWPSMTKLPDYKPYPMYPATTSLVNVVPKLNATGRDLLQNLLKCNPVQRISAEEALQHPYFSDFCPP
Target sequence (Q15078 whole entry, looked up): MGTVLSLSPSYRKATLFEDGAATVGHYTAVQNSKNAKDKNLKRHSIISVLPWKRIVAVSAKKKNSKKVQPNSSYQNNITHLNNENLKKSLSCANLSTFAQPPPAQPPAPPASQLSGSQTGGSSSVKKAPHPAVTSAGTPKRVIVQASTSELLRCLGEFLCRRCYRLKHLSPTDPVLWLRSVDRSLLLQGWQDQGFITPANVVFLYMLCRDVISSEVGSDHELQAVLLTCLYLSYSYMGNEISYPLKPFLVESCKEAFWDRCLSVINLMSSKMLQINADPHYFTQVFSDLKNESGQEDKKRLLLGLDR
Mot1-301 SUMO: SUMOylation pathway inhibition by Mot1-301 growth rescue; S. cerevisiae Mot1-301 growth rescue, ATP luminescence, 38.5C; percent above DMSO median, 100 means doubled; 320,000 compounds, 1% hits; growth rescue, % at 18.8 µM; AID 2716;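 active means every valid replicate shows activation above 250% relative to neutral control wells; inactive means the rest, any valid replicate at or below 250%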;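 further: OY570 slx delta 5 strain wells were the positive control but not used for scaling; some compounds called inactive have numbers as strong as hits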
* marks the source's active call; other numbers are inactive results; nt = no result given.

Compound | C-LANA FP | RTF Ca sens inh | dFosB act | PfHsp90 set2 | Keap1-Nrf2 PPI | NSD2 inh | Rtt109 Vps75 | PvdQ acylase | cardiac RTF act | CDK5 inh | Mot1-301 SUMO
CCOC(=O)N1CCN(S(=O)(=O)c2ccc(F)c(C(=O)Nc3ccc(C)c(Cl)c3)c2)CC1 | -1.7 | 4 | -3 | -7 | -1 | -1 | -3 | 1 | -2 | 2.0 | 36
C[C@H](O)CC1=C[C@H](O)[C@@H](C)OC1=O | 0.4 | -5 | -1 | -18 | 2 | nt | -1 | -6 | -1 | -0.3 | -16
COc1ccc(-n2cc(CN[C@H]3CCCCNC3=O)c(-c3cccc(F)c3)n2)cc1 | -0.5 | 3 | -8 | -48 | 2 | 1 | 2 | 2 | -6 | -1.8 | 66
O=C(CCCOc1ccccc1)Nc1ccc(S(=O)(=O)Nc2ccccn2)cc1 | 0.7 | 3 | 3 | 8 | -2 | 1 | 4 | -6 | -4 | 0.8 | 8
CCCC(c1nnnn1Cc1ccc(OC)cc1)N1CCC(C(N)=O)CC1 (centres undefined) | -0.8 | -2 | 4 | 8 | 1 | -2 | 4 | -14 | 2 | -0.3 | 2
CCn1cc(/C=N\NC(=O)c2cc(-c3ccccc3OC)nc3ccccc23)c(C)n1 | 3.2 | 5 | -8 | 0 | 1 | -2 | -2 | 3 | -5 | 2.4 | 4
O=C1C(NS(=O)(=O)c2cccs2)=C(N2CCN(Cc3ccccc3)CC2)C(=O)c2ccccc21 | -0.5 | -14 | -11 | 14 | -4 | 33 | 8 | -22 | 0 | 2.2 | -19
COc1ccccc1NS(=O)(=O)c1ccc(C)c(NC(=O)c2ccc(S(=O)(=O)N3CCCCCC3)cc2)c1 | 3.6 | -1 | -13 | -4 | -2 | -2 | 0 | -9 | 2 | -1.1 | -3
CCOC(=O)C(=Nc1ccccc1)NO | 1.8 | -3 | 8 | -8 | 2 | 3 | -4 | -19 | 2 | -1.9 | -11
COc1ccc(-c2nnc3cccc(Cl)n23)c(OC)c1 | 1.1 | 5 | -6 | 9 | 0 | 1 | 1 | -16 | -1 | -0.3 | -1
Cc1ccc(C(=O)OCN2C(=O)c3ccccc3C2=O)c(O)c1 | -2.8 | 2 | -3 | 30 | 1 | -1 | -6 | -17 | 3 | -1.7 | 126
Fc1ccccc1NC(=S)NCCc1ccc(Cl)cc1 | 0.2 | 2 | -11 | -21 | -5 | -2 | 2 | -18 | 2 | -2.1 | 15
Nc1ccn(CC(=O)NCc2ccc3c(c2)OCO3)c(=O)n1 | -0.2 | -9 | -2 | nt | -2 | nt | -4 | -2 | -1 | -0.2 | 13
O=C(CN1C(=O)COc2ccccc21)N(Cc1ccccc1)Cc1ccccn1 | 0.6 | -4 | -4 | 12 | -2 | -1 | -3 | -1 | -7 | 0.7 | 3
O=C(C1CCC1)N1CCN(S(=O)(=O)c2ccc(F)cc2)CC1 | nt | -16 | 6 | 12 | nt | -2 | nt | -12 | 2 | -0.5 | -24
CN1CCN2c3ccccc3Cc3ccccc3C2C1 (centres undefined) | 0.7 | 12 | -4 | -1 | -9 | nt | 4 | -4 | 5 | -0.1 | -15
COCCn1c(=NC(=O)/C=C/c2ccccc2)sc2cc(NC(C)=O)ccc21 | -1.4 | -35 | -9 | -1 | 0 | -1 | 12 | 8 | 33* | -0.2 | nt
COC(=O)Nc1ccc(S(=O)(=O)Nc2ncccn2)cc1 | -0.3 | 1 | -1 | -1 | 1 | -1 | nt | -4 | 2 | -0.4 | 271
NNC(=O)CN1C(CN2CCOCC2)=Nc2ccc(Br)cc2C1c1ccccc1 (centres undefined) | 0.9 | -9 | -16 | -43 | -1 | 0 | -9 | -5 | -2 | -2.8 | -2
COC(=O)/C=C1\S/C(=N/NC(=O)c2ccc(OC)cc2)NC1=O | -0.3 | -6 | -5 | -43 | 3 | -4 | 1 | -4 | 3 | -2.3 | -19
O=C(c1ccc(F)cc1)N1CCCCC(S(=O)(=O)c2ccccc2)C1=O (centres undefined) | 0.4 | 7 | 7 | 15 | -2 | -3 | -5 | -13 | 3 | 0.0 | -15
Cc1ccc(S(=O)(=O)N2CCN(C(=O)C3CC3C)CC2)c(C)c1 (centres undefined) | -1.2 | -11 | -13 | nt | 3 | -2 | 2 | -12 | -4 | 1.0 | -2
CC(C)OC(=O)CC12CN3CN(C1)CC(CC(=O)OC(C)C)(C3)C2=O | -2.0 | -6 | -5 | 9 | -1 | -3 | -1 | -4 | 0 | -0.3 | -7
Cc1cccc(C(C(=O)NC2CCCCC2)N(Cc2cccnc2)C(=O)c2csnn2)c1 (centres undefined) | -0.2 | -16 | -8 | -18 | 2 | -2 | -2 | -6 | 1 | 1.0 | -10
C=CCn1c(SCC(=O)NCCc2ccccc2)nnc1C(C)NC(=O)c1cccs1 (centres undefined) | 0.0 | -3 | 3 | -11 | 0 | 1 | -3 | -5 | 2 | 1.2 | -1
COc1ccc(N2CC(O)=C(c3n(C)c4ccccc4[n+]3C)C2=N)cc1 | -0.1 | 2 | -3 | 29 | -2 | -1 | -6 | -7 | -1 | -0.1 | 17
O=C(Nc1ccccc1F)c1cccc(C(=O)Nc2ccccc2F)c1 | 2.4 | 1 | 0 | 16 | -2 | -3 | -3 | -15 | 5 | -0.1 | 13
FC(F)(F)c1cc(-c2ccccc2)nc(NC2CCCC2)n1 | -2.1 | 4 | -1 | -16 | 1 | 1 | 9 | -6 | -1 | 2.5 | 36
Brc1ccc(-c2nnc3sc(CN4CCC5(CC4)OCCO5)cn23)cc1 | 1.0 | 0 | -3 | nt | 1 | -5 | -13 | -10 | -1 | -0.3 | 0
C/C(=N\NC(=O)c1ccn(C)n1)c1ccc(NC(=O)C2CCC2)cc1 | 0.1 | -6 | 2 | 17 | 2 | 0 | -9 | -15 | -1 | -0.7 | 128

An excerpt of these results, with each value named.
> COc1ccc(N2CC(O)=C(c3n(C)c4ccccc4[n+]3C)C2=N)cc1
  C-LANA FP: -0.1
  RTF Ca sens inh: 2
  dFosB act: -3
  PfHsp90 set2: 29
  Keap1-Nrf2 PPI: -2
  NSD2 inh: -1
  Rtt109 Vps75: -6
  PvdQ acylase: -7
  cardiac RTF act: -1
  CDK5 inh: -0.1
  Mot1-301 SUMO: 17

> O=C(Nc1ccccc1F)c1cccc(C(=O)Nc2ccccc2F)c1
  C-LANA FP: 2.4
  RTF Ca sens inh: 1
  dFosB act: 0
  PfHsp90 set2: 16
  Keap1-Nrf2 PPI: -2
  NSD2 inh: -3
  Rtt109 Vps75: -3
  PvdQ acylase: -15
  cardiac RTF act: 5
  CDK5 inh: -0.1
  Mot1-301 SUMO: 13

(list continues)
Compound | C-LANA FP | RTF Ca sens inh | dFosB act | PfHsp90 set2 | Keap1-Nrf2 PPI | NSD2 inh | Rtt109 Vps75 | PvdQ acylase | cardiac RTF act | CDK5 inh | Mot1-301 SUMO
COc1ccc(C(C#N)c2cnccn2)cc1OC (centres undefined) | 0.0 | -1 | 1 | -1 | 1 | nt | 11 | 5 | 0 | -4.7 | 1
CCCNC(=O)N1C2=NC(C(=O)OC)=C(C(=O)OC)[C@@H]3N(Cc4ccccc4)c4ccccc4[C@]23C[C@H]1CO | 2.7 | -9 | 0 | nt | -2 | nt | 13 | -8 | -2 | 1.2 | -41
Cc1ccc(C2OC3=C(C(=O)CC(C)(C)C3)C(N)=C2C#N)o1 (centres undefined) | 0.7 | 0 | 2 | -2 | 3 | -1 | -3 | 30 | -3 | 1.3 | -12
O=C(c1sc2ccccc2c1Cl)N(Cc1cccs1)C1CCS(=O)(=O)C1 (centres undefined) | 0.3 | -3 | 2 | 9 | 1 | nt | -2 | 4 | -3 | 1.9 | -3
COC(=O)c1[nH]c2cc(OC)ccc2c1NC(=O)CCN1CCN(c2cccc(C)c2C)CC1 | 0.6 | 4 | -10 | -8 | -2 | 0 | 15 | 8 | -1 | 0.7 | -4
COc1ccccc1N1CCN(C2CCN(S(=O)(=O)c3ccc4ccccc4c3)CC2)CC1 | 1.8 | 5 | 4 | 24 | 0 | 0 | -12 | -6 | 1 | 1.6 | 0
CCCN1CCC(=O)N([C@H](CSc2ccccc2)CC(C)C)CC1 | -0.6 | -6 | 0 | -15 | -3 | nt | 5 | -16 | -1 | 0.4 | -5
Cc1ccc(S(=O)(=O)NCc2cn3ccccc3n2)c(C)c1 | -1.1 | -2 | -6 | -40 | -1 | 7 | -4 | -8 | 0 | -1.6 | -2
COc1ccc(-c2cc(C(F)(F)F)nc(SCC(=O)NCCN3CCOCC3)n2)cc1OC | -0.9 | -7 | 1 | 4 | -4 | -1 | 3 | -13 | -1 | -1.7 | -14
O=[N+]([O-])c1ccc(-c2nc(NCc3ccccc3)c3ccccc3n2)cc1 | 2.1 | -14 | -6 | -17 | 2 | -3 | nt | 8 | -3 | -0.6 | 20
COc1nn(CC(=O)N2N=C(C(F)F)CC2(O)C(F)F)cc1[N+](=O)[O-] (centres undefined) | 0.3 | 1 | 7 | nt | -6 | 0 | -3 | -6 | -2 | -1.2 | -18
Cc1ccc(C(=O)Nc2nnc(S(=O)(=O)N3CCOCC3)s2)cc1 | 0.3 | -2 | -1 | -3 | -6 | nt | -5 | -7 | -1 | -3.5 | -10
COc1ccc(Cc2nc3ccc(C(=O)NCc4cc(C)no4)cc3o2)cc1OC | 2.8 | -3 | -7 | 1 | -3 | nt | -11 | -10 | -1 | 0.5 | -7
Cc1nc2nc(C)c(CCC(=O)NCc3ccc4c(c3)OCO4)c(C)n2n1 | -0.8 | 1 | -4 | 9 | -1 | 1 | 2 | 13 | 4 | 2.1 | -3
O=C(NCCc1ccc(F)cc1)C(=O)Nc1cc2c3c(c1)CC(=O)N3CCC2 | -0.7 | 3 | -11 | nt | -1 | 1 | -4 | -6 | 0 | 0.1 | 14
FC(F)(F)c1cccc(-c2cc3ccccc3nc2N2CCCC2)c1 | -1.5 | -7 | 0 | -2 | -2 | -9 | 2 | -10 | 5 | 0.9 | -17
COc1cc2c(cc1OC)CN(Cc1cc(=O)oc3cc(C)c(C)cc13)CC2 | 0.6 | -16 | 2 | -23 | -5 | 3 | -16 | 0 | 19 | -2.1 | 20
Cc1cc(NC(=O)CCS(=O)(=O)c2ccc3c(c2)NC(=O)C(C)S3)ccc1Br (centres undefined) | 0.4 | -12 | -5 | -4 | 2 | 0 | 8 | -13 | -9 | 2.4 | 92
COc1ccc([N+](=O)[O-])cc1NS(=O)(=O)c1ccccc1 | -0.4 | -1 | 0 | 16 | -1 | 0 | 1 | -3 | 4 | -2.8 | -6
O=C(COc1ncnc2ccccc12)N1CCOCC1 | -3.6 | 1 | -8 | 6 | -4 | -1 | -9 | -25 | 5 | -2.2 | 8
CCc1c(C)[nH]c2c1C(=O)C(CN1CCOCC1)CC2 (centres undefined) | -1.1 | 1 | 2 | 6 | 2 | nt | 0 | -1 | -3 | -1.5 | 11
